IMPase inh = qHTS Assay for Identifying the Cell-Membrane Permeable IMPase Inhibitors; 120,000 tested, under 10 active; inhibition (IP1 accumulation), % at 46.1 µM; AID 901, 2007; CHO-M1 cells, IP1 accumulation, HTRF TR-FRET ratio; active = well fitted curve in the direction sought with a large enough effect in the signal ratio, not every such curve was filed as active; inconclusive = small, poorly fitted or top-dose-only effect, or a change in a side signal; inactive = no such curve, though single readings can be large or run the other way; the % refers to the signal ratio;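 note: cells stimulated with carbachol in lithium chloride buffer; plate controls were DMSO basal wells for no effect and reference inhibitor wells for full effect; higher means more IMPase inhibition seen as more IP1 and lower FRET ratio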
Target sequence (P97697 whole entry, looked up): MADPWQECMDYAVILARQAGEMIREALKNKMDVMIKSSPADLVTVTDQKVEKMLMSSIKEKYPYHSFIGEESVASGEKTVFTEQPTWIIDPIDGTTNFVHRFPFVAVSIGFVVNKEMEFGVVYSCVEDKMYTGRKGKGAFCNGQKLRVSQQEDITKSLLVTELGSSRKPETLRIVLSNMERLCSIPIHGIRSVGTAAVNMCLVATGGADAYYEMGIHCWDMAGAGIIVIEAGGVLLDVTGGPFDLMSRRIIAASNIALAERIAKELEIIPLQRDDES
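Cellular IMPase inhibition is scored as a rise in cytosolic IP1, detected by competitive TR-FRET between d2-labelled IP1 and a europium anti-IP1 antibody. M1-expressing CHO cells were stimulated with carbachol for 30 min at 37C, with lithium (50 mM LiCl) present in the buffer.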
PNC inhibitor = High Content Assay for Compounds that inhibit the Assembly of the Perinucleolar Compartment. PC3M PTB-GFP, PNC prevalence imaging, 16 h; active compounds read low. activity change (PNC), negative = inhibition, % at 10 µM. 140,000 tested, 3.1% active. AID 2417, 2010;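 active = readout at or below -70, meaning at least 70% loss of cells showing the perinucleolar compartment, a nuclear body marking cancer cells; inconclusive = readout between -30 and a set limit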;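 note: plate controls were DMSO wells for no effect and camptothecin positive control wells for full effect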
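Read-out is percentage of cells bearing a perinucleolar compartment, from automated 20x imaging of fixed, Hoechst-stained PC3M PTB-GFP cells. Cells were seeded 4 h, then exposed 16 h to compound (23 nl of library stock) in duplicate plates.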
12-hLO inh = qHTS Assay for Inhibitors of 12-hLO (12-human lipoxygenase). Polyunsaturated fatty acid lipoxygenase ALOX12 (Homo sapiens), P18054. purified 12-hLO, xylenol orange hydroperoxide absorbance. Potency, µM (highest dose often 57.1 µM), for inactives: at the highest dose activity change, negative = inhibition, actives largely listed as inhibitors. 150,000 tested, 0.12% active. AID 1452, 2008; note: potency is the fitted concentration of half-maximal effect; nearly all actives have a fitted effect of over 55% in size; many of its hits are not listed in these tables
Target sequence (P18054 whole entry, looked up): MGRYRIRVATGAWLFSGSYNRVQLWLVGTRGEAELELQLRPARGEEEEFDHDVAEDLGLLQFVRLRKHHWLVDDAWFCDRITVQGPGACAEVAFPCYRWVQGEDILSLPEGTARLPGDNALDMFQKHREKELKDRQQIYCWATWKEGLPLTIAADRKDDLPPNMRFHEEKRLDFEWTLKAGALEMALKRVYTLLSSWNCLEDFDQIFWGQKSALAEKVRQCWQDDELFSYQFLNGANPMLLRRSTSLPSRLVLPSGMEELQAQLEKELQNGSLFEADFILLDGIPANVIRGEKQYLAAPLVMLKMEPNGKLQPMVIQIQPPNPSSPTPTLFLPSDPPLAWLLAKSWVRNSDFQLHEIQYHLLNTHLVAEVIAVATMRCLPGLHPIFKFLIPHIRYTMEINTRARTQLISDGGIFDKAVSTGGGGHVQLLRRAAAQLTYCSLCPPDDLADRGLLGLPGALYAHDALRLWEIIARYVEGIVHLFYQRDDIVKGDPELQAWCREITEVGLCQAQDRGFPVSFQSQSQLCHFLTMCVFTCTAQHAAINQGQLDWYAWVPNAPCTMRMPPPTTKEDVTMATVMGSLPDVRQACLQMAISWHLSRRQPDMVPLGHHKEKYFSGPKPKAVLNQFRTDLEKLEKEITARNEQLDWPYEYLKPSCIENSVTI
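Xylenol orange chromogenic assay: hydroperoxide from 12hLO oxidises Fe(II), giving red-shifted Fe(III)-XO absorbance. Conditions: 150 nM enzyme, 40 uM arachidonic acid, 25 mM Hepes pH 7.0, 0.01% Triton X-100, 30 min, room temperature.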
15-hLO-2 inh = qHTS Assay for Inhibitors of 15-hLO-2 (15-human lipoxygenase 2); Polyunsaturated fatty acid lipoxygenase ALOX15B (Homo sapiens), O15296; purified 15hLO-2, xylenol orange hydroperoxide absorbance; Potency, µM (top dose mostly 57.1 µM), for the others: at the highest dose activity change, negative = inhibition, most hits filed as inhibitors; 110,000 tested, 0.56% active; note: potency is the fitted concentration of half-maximal effect; nearly all actives have a fitted effect of over 60% in size; many of its hits are not listed in these tables
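Purified human 15hLO-2 (50 nM final) preincubated with compounds 15 min at room temperature in 25 mM Hepes pH 7.5, 0.01% Triton X-100, then 45 uM arachidonic acid added for 90 min; hydroperoxide detected via ferrous/xylenol orange, 573/405 nm absorbance ratio.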
An asterisk follows results filed as active; ? = inconclusive; · = not tested or not shown; [ ] = dose if it differs, or a comment. Unless noted, calls come from the whole dose curve; as a rule, active = well fitted curve in the direction sought with a large enough effect; inconclusive = small, poorly fitted or top-dose-only effect, or another doubt; inactive = no such curve, though single readings can be large; an effect the other way counts as inactive or inconclusive. Unless noted, % is set by controls: 0 for no effect and ±100 for the full control effect. Some of the compounds tested, so the mix of outcomes need not match the whole.

Order of results: IMPase inh, PNC inhibitor, 12-hLO inh, 15-hLO-2 inh
> COc1ccc(NC(=O)C2CCN(c3cc(C)nc(-c4ccccc4)n3)CC2)cc1
    6, -14, 2%, 14%
> CCCOc1ccc(C(CC(=O)O)NS(=O)(=O)c2ccc(NC(C)=O)cc2)cc1 (stereo unspecified)
    7, -18, 2%, 5%
> O=C(/C=C/c1ccccc1)NCCSc1ccc(Cl)cc1
    6, 53, 0%, 1%
> COc1cccc(-c2csc(N3CCN(C(=S)Nc4ccc(Cl)cc4)CC3)n2)c1
    1, 100, 3%, ?
> CCOC(=O)C1Cc2cc3c(cc2C1=O)CC(C(=O)OCC)C3=O (stereo unspecified)
    -15, 11, -27%, 5%
> COC(=O)c1cc(=O)nc2scc(C)n12
    ·, 26, -1%, ·
> CCC(CC)C(=O)Nc1cccc(C(=O)N2CCOCC2)c1
    6, ?, 7%, -2%
> CCOC(=O)N1CCC(NC(=O)C2CCN(S(=O)(=O)c3c(C)noc3C)CC2)CC1
    4, -9, -7%, -6%
> C=CCN1C(=O)C(Cc2ccc(OC)cc2)SC1=Nc1ccc(C(=O)O)cc1 (stereo unspecified)
    ·, 0, 0%, ·
> Cc1cc(C)c2c(=O)[nH]c(SCC(=O)c3ccc(C(C)C)cc3)nc2n1
    0, ?, -1%, -5%

In a second layout: 2 of the compounds above.
| SMILES | IMPase inh | PNC inhibitor | 12-hLO inh | 15-hLO-2 inh |
| --- | --- | --- | --- | --- |
| CCOC(=O)C1Cc2cc3c(cc2C1=O)CC(C(=O)OCC)C3=O (stereo unspecified) | -15 | 11 | -27% | 5% |
| COC(=O)c1cc(=O)nc2scc(C)n12 | · | 26 | -1% | · |

Next entries
Order of results: IMPase inh, PNC inhibitor, 12-hLO inh, 15-hLO-2 inh
> COc1ccc(OC)c(NC(=O)[C@@H]2CCCN2C(=O)c2cccs2)c1
    ·, -6, -1%, ·
> CC(C(=O)N1CCN(C)CC1)N1C(=O)c2ccccc2C1=O (stereo unspecified)
    -1, 18, -2%, 6%
> CC1=CC(c2ccccc2)n2nc(NS(=O)(=O)c3ccc(C)cc3)nc2N1 (stereo unspecified)
    -16, -10, -7%, -23%
> Cc1c(Cl)cccc1N1CC(C(=O)Nc2nccs2)CC1=O (stereo unspecified)
    -4, -29, -3%, -6%
> Cc1[nH]c2ccccc2c1N=Nc1cccc(C(=O)O)c1
    -2, ?, -7%, ·
> CC(c1ccccc1)n1cc(C(=O)NCCN2CCOCC2)nn1 (stereo unspecified)
    1, -15, -3%, ·
> CCOc1ccc(OCC)c(NC(=O)C2C3C=CC(O3)C2C(=O)NCc2ccco2)c1 (stereo unspecified)
    -3, 1, -7%, -12%
> CCC(C)NC(=O)C(NS(=O)(=O)c1ccc2c(c1)c(=O)n(C)c(=O)n2C)c1ccccc1 (stereo unspecified)
    -7, 1, 1%, -3%
> COC(=O)c1cc(S(=O)(=O)N2CCC(C)CC2)ccc1F
    -7, 10, -7%, -2%
> Cc1ccc(SC(CC(=O)c2ccc(C)cc2)C(=O)O)cc1 (stereo unspecified)
    8, ?, 4%, -9%
> CCN(CCCNC(=O)C1CCN(S(=O)(=O)c2cnc[nH]2)CC1)c1ccccc1
    0, 13, 2%, -5%
> CCOC(=O)c1ccc(NC2c3ncccc3C(=O)N2Cc2ccc(F)cc2)cc1 (stereo unspecified)
    10, -7, 9%, ·
> c1ccc2[nH]c(SN3CCOCC3)nc2c1
    18, 6, 8%, ?
> CS(=O)(=O)N1CCc2cc(S(=O)(=O)Nc3ccc4c(c3)OCCO4)ccc21
    4, ?, 0%, -4%
> O=C(O)COc1ccc2c(c1)OCCO2
    -6, 26, 1%, -8%
> Cc1cccc(CSc2ncc(CO)n2C)c1
    1, ?, -5%, -6%
> CCCCNC(=O)CSc1nc2n[nH]c(C)c2c(=N)n1-c1cccc(Cl)c1C
    -6, 5, -1%, ·
> CCNC(=S)N1CCN(CC(=O)Nc2ccc(Br)cc2)CC1
    -8, 45, 0%, ·
> CCOc1ccc(N2CC(C(=O)Nc3ccccc3F)CC2=O)cc1 (stereo unspecified)
    0, ?, -4%, -2%
> Cc1cc(NC(=O)Cn2c(C)nc3ccccc3c2=O)ccc1Br
    -8, ?, -7%, -4%
> CN(C)C(=O)C[n+]1cccc(/C=N/O)c1
    ·, 24, -1%, ·
> Cc1ccc(S(=O)(=O)N(C)Cc2nc(-c3ccncc3)no2)cc1
    1, 22, -2%, -2%
> CCOC(=O)c1ccc(NC(=O)CSc2nc(C)cc(=O)[nH]2)cc1
    -4, -24, -9%, -21%
> O=C(c1ccco1)N1CCN(C(=O)C2CCN(S(=O)(=O)c3cccs3)CC2)CC1
    -1, -19, -9%, -3%
> CCOC(=O)c1nn(-c2ccc(OC)cc2)c(=O)c2c(N)scc12
    -12[1.84 µM], ?, -21%, -17%[11.4 µM]
> CC(=O)N1CN(S(=O)(=O)c2ccc(C)cc2)CC1C (stereo unspecified)
    -2, 14, 7%, 0%
> O=C(CSc1nc2ccccc2c(=O)n1CCCO)N1CCc2ccccc21
    8, 28, 0%, ·
> CCc1ccc(N2CC34C=CC(O3)C(C(=O)OC(C)C)C4C2=O)cc1 (stereo unspecified)
    -3, 67, 2%, ·
> OCCNc1nc(N2CCN(Cc3ccccc3)CC2)nc2ccccc12
    11, ?, 4%, 46%[activator]
> CCOC(=O)c1ccc2c(c1)NC(=O)C(N1CCN(c3ccc(OC)cc3)CC1)S2 (stereo unspecified)
    6, -11, -1%, ·
> NS(=O)(=O)c1ccc(CNC(=O)/C=C/c2ccc(Cl)c(Cl)c2)cc1
    -12, ?, -4%, ·
> Cc1ccc(S(=O)(=O)N2CCOCC2)c(C)c1-n1cnnn1
    -9, ?, 0%, 1%
> Nc1nc(CSC(=S)N2CCOCC2)nc(Nc2ccc(F)cc2)n1
    8, 60, -4%, ·
> O=c1oc2ccccc2n1CCc1ccccc1
    0, -13, 0%, -3%
> CC1CN=C(N(C(=O)Nc2ccccc2)c2ccc(S(=O)(=O)N3CCOCC3)cc2)S1 (stereo unspecified)
    -1, 27, 4%, 6%
> CCOC(=O)N1CCN(CCC(=O)c2ccc(Cl)cc2)CC1
    9, 2, -3%, ?
> Cc1ccc(Nc2ncnc3sc(C)c(C)c23)cc1
    4, 7, 0%, ·
> CCOc1ccc(-c2nc(-c3cccnc3)no2)cc1
    -1, -100*, 15%, ·
> CC1CCCC(C)N1CC(O)COCC1COc2ccccc2O1 (stereo unspecified)
    8, -15, 2%, 11%
> Oc1ccc(/C=N/n2c3ccccc3c3ccccc32)cc1
    -7, -8, -5%, 15%

Sorted by length of the SMILES (descending): part of the list above
Order of results: IMPase inh, PNC inhibitor, 12-hLO inh, 15-hLO-2 inh
> CC1CN=C(N(C(=O)Nc2ccccc2)c2ccc(S(=O)(=O)N3CCOCC3)cc2)S1 (stereo unspecified)
    -1, 27, 4%, 6%
> O=C(c1ccco1)N1CCN(C(=O)C2CCN(S(=O)(=O)c3cccs3)CC2)CC1
    -1, -19, -9%, -3%
> CCOC(=O)c1ccc2c(c1)NC(=O)C(N1CCN(c3ccc(OC)cc3)CC1)S2 (stereo unspecified)
    6, -11, -1%, ·
> NS(=O)(=O)c1ccc(CNC(=O)/C=C/c2ccc(Cl)c(Cl)c2)cc1
    -12, ?, -4%, ·
> CCc1ccc(N2CC34C=CC(O3)C(C(=O)OC(C)C)C4C2=O)cc1 (stereo unspecified)
    -3, 67, 2%, ·
> CCOC(=O)c1ccc(NC(=O)CSc2nc(C)cc(=O)[nH]2)cc1
    -4, -24, -9%, -21%
> CCOC(=O)c1nn(-c2ccc(OC)cc2)c(=O)c2c(N)scc12
    -12[1.84 µM], ?, -21%, -17%[11.4 µM]
> O=C(CSc1nc2ccccc2c(=O)n1CCCO)N1CCc2ccccc21
    8, 28, 0%, ·
> Nc1nc(CSC(=S)N2CCOCC2)nc(Nc2ccc(F)cc2)n1
    8, 60, -4%, ·
> CCOc1ccc(N2CC(C(=O)Nc3ccccc3F)CC2=O)cc1 (stereo unspecified)
    0, ?, -4%, -2%
> CCOC(=O)N1CCN(CCC(=O)c2ccc(Cl)cc2)CC1
    9, 2, -3%, ?
> CC(=O)N1CN(S(=O)(=O)c2ccc(C)cc2)CC1C (stereo unspecified)
    -2, 14, 7%, 0%
> Oc1ccc(/C=N/n2c3ccccc3c3ccccc32)cc1
    -7, -8, -5%, 15%
> CC1CCCC(C)N1CC(O)COCC1COc2ccccc2O1 (stereo unspecified)
    8, -15, 2%, 11%
> CCOc1ccc(-c2nc(-c3cccnc3)no2)cc1
    -1, -100*, 15%, ·
> Cc1ccc(Nc2ncnc3sc(C)c(C)c23)cc1
    4, 7, 0%, ·
> CN(C)C(=O)C[n+]1cccc(/C=N/O)c1
    ·, 24, -1%, ·
> O=c1oc2ccccc2n1CCc1ccccc1
    0, -13, 0%, -3%

Continuation.
Order of results: IMPase inh, PNC inhibitor, 12-hLO inh, 15-hLO-2 inh
> O=C(NCc1ccc(F)cc1)c1ccc(CS(=O)(=O)Cc2ccc(F)cc2)o1
    ?, 17, -8%, 3%
> COc1ccc(NS(=O)(=O)c2cccc(-c3nnc4n3CCCCC4)c2)cc1
    ?, 4, 2%, -3%
> O=c1c(Cl)c(N2CCN(S(=O)(=O)c3ccccc3)CC2)cnn1-c1ccccc1
    ·, -13, 2%, ·
> CCOc1cc(N2CCOCC2)c(OCC)cc1NC(=O)CCC1CCCC1
    5, ?, -1%, -4%
> COc1cccc(OC)c1C(=O)Nc1cc(C)on1
    -1, ?, -2%, 2%
> CN(C)C=Nc1ncc2c([nH]c3ccccc32)c1C#N
    -2, -20, 4%, -12%
> OC1(Cc2ccn[nH]2)CCCCC1
    2, -4, -3%, 7%
> O=C1Nc2ccccc2/C1=N\c1sc2c(c1C(=O)Nc1ccccc1)CCCC2
    5, 55, -1%, ·
> CN(Cc1ccccc1)S(=O)(=O)c1ccc(Cl)c(C(=O)NCc2ccc3c(c2)OCO3)c1
    ·, 9, -5%, ·
> COc1ccc(NC(=S)NNC(=O)Cn2nc(C(F)F)cc2C(F)F)cc1
    ·, -29, -1%, ·
> Cc1cccc(OC(=O)c2ccc3nccnc3c2)c1
    -4, 27, 2%, -11%
> O=C(c1cn(-c2ccccc2)nc1-c1cccs1)N1CCN(c2ccccc2)CC1
    -9, -83*, -9%, 18%
> Cn1c(CN2CCCCC2)nc2cc(NC(=O)c3ccc(F)cc3)ccc21
    7, ?, -1%, 21%
> CCOC(=O)c1ccc(Nc2nc(C)cc(=O)[nH]2)cc1
    4, -22, 5%, -7%
> CCc1nn(-c2cc(Cl)ccc2OC)c2c1C(=O)CCC2
    -15, -4, -3%, -4%
> CCOC(=O)N1CCC(NC(=O)CCC(=O)c2ccccc2)CC1
    -10, ?, 0%, 4%
> CC(=O)N=C(N)Sc1nc2ccccc2[nH]1
    -9, -100*, 3%, ·
> CC(C)CC(=O)c1c[nH]c(C(=O)NCCCn2ccnc2)c1
    12, 23, -1%, 10%
> c1ccc(-c2nnc3ccc(N4CCC5(CC4)OCCO5)nn23)cc1
    -2, ?, 3%, 3%
> CCOc1ccccc1N(CC(=O)Nc1ccccc1C(=O)OC)S(C)(=O)=O
    -7, ?, -1%, -4%
> COc1ccc(S(=O)(=O)N(C)CC(=O)Nc2ccccc2C(F)(F)F)cc1
    5, ?, -3%, -3%
> COC(=O)C1=C(C)N(CCc2ccc(OC)c(OC)c2)C(=O)/C1=C\N(C)C
    -4, 7, -7%, -23%
> CCCCCOC(=O)c1ccc(OC(=O)c2cncc(Br)c2)cc1
    -1, 34, 4%, 9%
> Cc1sc(NC(=O)CSC2=NCCS2)nc1-c1ccccc1
    3, -26, -8%, 12%

Assay outcomes: PubChem BioAssay, National Center for Advancing Translational Sciences (NCATS)
